Bioassay records as filed in PubChem.
Lipid droplet: modulators of hepatic lipid droplet formation; AID 1656; inhibition, % at 6.5 µM; AML12 mouse hepatocytes, oleate lipid droplets, BODIPY imaging; hit rate 0.4% among 240,000;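 active means lipid droplet intensity inhibited by at least 50%, with more than 500 cells counted; inconclusive means wells with under 300 cells, treated as cytotoxic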
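Assay system: AML12 hepatocytes (mouse) / Also added: 100 µM oleic acid challenge / Times: overnight treatment with compound plus oleate / Detection: high-content imaging of BODIPY-stained droplets and DAPI nuclei / Evaluation: % inhibition of lipid droplet signal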
Ins promoter up: MIN6 insulin promoter up-regulation | hit rate 0.3% among 190,000 | AID 1625 | MIN6 insulin promoter-GFP reporter, high-content imaging; active compounds read high | z-score at 5 µM;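 active means z-score above 3 at 5 µM with at least 500 cells counted in the well; inconclusive means wells under 500 cells, flagged as cytotoxic or low count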
MT stabilizer: microtubule stabilization, imaging screen. HeLa tubulin immunostaining HCS, 24 h; share of cells brighter than vehicle mean+2SD. % tubulin-high responders, % at 10 µM. hit rate 0.83% among 200,000. AID 2205;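 active means plate Z-score above 3 for both tubulin-high and condensed-nucleus cell shares, with cell loss under 80%, at 10 µM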;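 further: anti alpha tubulin signal scored within the nucleus-defined area of each cell; some results filed as inactive read as strong as hits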
Autophagy mod: autophagy modulation, high-content screen. MEF GFP-LC3 puncta imaging; test concentration mostly 10 µM. calls only at 10 µM (by protocol). hit rate 0.98% among 190,000;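 active means percentage of spot-positive cells more than 3 SD above its plate mean, without a fluorescence outlier flag or 80% toxicity; inconclusive means no clear call, values can overlap the other calls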;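 further: spot-positive cell cutoff set from DMSO-treated cells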
P. falciparum M1AAP: P. falciparum M1AAP inhibitors, biochemical, fluorogenic H-Leu-NHMec substrate, 1536-well (AID 1445). recombinant M1AAP, H-Leu-NHMec fluorogenic kinetic assay; higher % means a stronger effect. one-dose inhibition, % at 30 µM; IC50 in µM for titrated hits. hit rate 0.42% among 220,000;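 active means primary inhibition above the hit cutoff, then over 50% inhibition at one or more dose response concentrations, cut at about 23% in these data, passing the limit was not always enough; inconclusive means conflicting primary data, or primary hits not chosen for dose response; inactive means low primary inhibition, or under 50% at every dose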;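 further: plate controls were DMSO full reaction for no effect and no enzyme background for full effect; strong numbers were not always called active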
Dynein cargo inh: blocks dynein driven cargo transport along microtubules; 3617.4 mouse cells, GR-EGFP nuclear translocation imaging; test concentration mostly 20 µM; stimulated with dexamethasone, 1 µM; active compounds read low; z-score, hits read low; hit rate 0.47% among 220,000; AID 1381;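 active means plate z-score of nuclear minus cytoplasmic receptor signal below a set negative limit, without overly bright fluorescence or cell loss, cut at about -3.5 in these data, passing the limit was not always enough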;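 further: z-score of nuclear minus cytoplasmic ring GR-EGFP intensity difference per well; some compounds called inactive have numbers as strong as hits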
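Buffer or medium – tet-free medium with charcoal-stripped serum · Signal – automated 10x imaging of fixed Hoechst-stained cells · Also added – dexamethasone agonist, 1.0 µM final, for 30 min · Incubation – induction 48 h, compound 1 h, agonist 30 min · Read-out – GR-EGFP nuclear translocation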
CSM14.1 death rescue: protection against thapsigargin-triggered cell killing – 384-well, CSM14.1, ATP luminescence, primary screen (AID 1222); CSM14.1 thapsigargin-induced death rescue, ATP luminescence; higher % means a stronger effect; cellular ATP content (survival), % at 20 µM, or EC50 in µM where a hit was titrated; 190,000 tested, under 10 active;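 active means EC50 below 50 µM in the dose-response confirmation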;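 further: death triggered by thapsigargin at about 15 µM added after 2 h compound pretreatment; cell ATP read after overnight thapsigargin exposure of roughly 18 to 22 hours; normalized against plate controls of thapsigargin alone and 5% DMSO vehicle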
P. falciparum M17LAP: P. falciparum M17LAP inhibitors, primary screen, biochemical, fluorogenic H-Leu-NHMec substrate, 1536-well (AID 1619). recombinant M17LAP, H-Leu-NHMec fluorogenic kinetic assay; higher % means a stronger effect. inhibition, % at 30 µM, or IC50 in µM where a hit was titrated. hit rate 0.38% among 220,000;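 active means compound inhibiting the enzyme by more than half at any dose during confirmatory dose-response retesting; inconclusive means strong single-dose inhibitors picked by rank but not retested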;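 further: plate controls were full reaction with DMSO carrier for no effect and no enzyme background for full effect; strong numbers were not always called active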
Yfh1-depleted yeast: mitochondrial function rescue without frataxin homolog – Friedreich's ataxia, plus single-dose screen, dose response (AID 1465); one-dose fold induction at 50 µM; EC50 in µM for titrated hits; S. cerevisiae Yfh1-off respiration, WST-1 reduction, 72 h; higher fold induction means a stronger effect; hit rate 0.074% among 220,000;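 active means fold induction of absorbance versus untreated yeast above a set limit, then at least 30% activation at any dose in follow-up; inconclusive means repeats straddling the limit, or above it without dose testing; inactive means fold induction below the set limit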;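 further: activators that raise dye reduction in frataxin-depleted yeast; strong numbers were not always called active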
Dynein cargo inh cytoplasmic EGFP: second read-out of Dynein cargo inh, no call of its own (marks repeat the call); z-score; measured here: cytoplasmic GR-EGFP intensity; active compounds read high
Dynein cargo inh nuclear GR-EGFP: recorded beside Dynein cargo inh, whose call it bears; z-score; measured here: nuclear GR-EGFP intensity;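 lower value marks the stronger effect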
Dynein cargo inh cell count: recorded beside Dynein cargo inh, whose call it bears; z-score; measured here: cell count per field
Ins promoter up cell count: recorded beside Ins promoter up, whose call it bears; cell count; measured here: cytotoxicity, nuclei count;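 total cells summed across four imaged fields per well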
Lipid droplet cells 6.5 µM: recorded beside Lipid droplet, whose call it bears; cell count; measured here: cell count, cytotoxicity flag;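 cells counted across two imaged fields per well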
MT stabilizer Hoechst-high %: further read-out of MT stabilizer, marked with its call; % Hoechst-high responders; measured here: nuclear condensation Hoechst responders;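 share of cells brighter than vehicle mean plus two SD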
MT stabilizer cytotoxicity %: second read-out of MT stabilizer, no call of its own (marks repeat the call); toxicity, %; measured here: cytotoxicity by cell density;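 0% = mean cell density of plate MIN control wells and 100% = no cells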
Autophagy mod cell loss 18 h: recorded beside Autophagy mod, whose call it bears; toxicity, %; measured here: cell loss, nuclei count;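 cell loss after 18 h compound exposure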
Active calls of the source: *; i = inactive; u = inconclusive; x = not tested or not shown; + = active, no number.

SMILES | Lipid droplet | Lipid droplet cells 6.5 µM | Ins promoter up | Ins promoter up cell count | MT stabilizer | MT stabilizer Hoechst-high % | MT stabilizer cytotoxicity % | Autophagy mod | Autophagy mod cell loss 18 h | P. falciparum M1AAP | Dynein cargo inh | Dynein cargo inh cytoplasmic EGFP | Dynein cargo inh nuclear GR-EGFP | Dynein cargo inh cell count | CSM14.1 death rescue | P. falciparum M17LAP | Yfh1-depleted yeast
c1ccc(C2=Nn3c(nnc3-c3cc(-c4ccccc4)n[nH]3)SC2)cc1 | 34.5 | 787 | 0.35 | 1305 | 7.3 | 3.9 | 3.9 | i | -5.1 | 4.9% | -0.282 | -0.18 | -0.025 | 0.085 | -0.3% | 6.2% | i
CCn1c(SCc2ccccc2)nnc1-c1ccc(S(=O)(=O)N2CCCCC2)cc1 | x | x | u | x | 1.5 | 1.6 | 13.4 | i | 19.0 | 6.2% | 3.6 | 0.314 | 1.93 | -1.69 | -2.9% | -1.0% | i
Cc1ccc(NC(=O)CC2C(=O)OCC3CCCCN32)cc1Cl (centres undefined) | -3.5 | 563 | -0.06 | 1297 | 5.4 | 1.7 | 4.7 | i | 4.3 | 1.8% | -0.604 | -0.185 | -0.602 | 0.812 | -1.2% | 7.6% | i
O=C(NC1CC1)C1CCN(S(=O)(=O)c2cc(Cl)ccc2Cl)CC1 | 16.7 | 738 | -0.19 | 1542 | 3.6 | 2.5 | 6.6 | i | 80.4 | -3.7% | -0.665 | -0.172 | -0.365 | -0.374 | 2.9% | -2.2% | i
O=C(CCc1ccc(S(=O)(=O)NC2CCCCC2)cc1)NCc1cccnc1 | 1.9 | 696 | 0.74 | 1587 | 3.4 | 0.9 | 1.0 | i | -1.1 | -0.9% | 1.35 | -0.048 | 1.22 | -2.17 | 1.7% | 6.7% | i
COc1ccc(CCN(C)c2ccc(S(=O)(=O)N3CCCC3)cn2)cc1OC | -28.6 | 634 | -1.12 | 1670 | 4.3 | 0.9 | 3.0 | i | 2.6 | -1.4% | -0.469 | -0.384 | -0.404 | 0.802 | 0.0% | 0.1% | i
CC1CCCN(c2ccc(C(=O)Nc3ccc4c(c3)OCO4)cc2[N+](=O)[O-])C1 (centres undefined) | 9.3 | 557 | 0.04 | 1389 | 1.5 | 2.6 | 4.7 | i | 8.9 | 2.1% | -0.608 | -0.307 | -0.546 | 0.552 | 3.9% | 0.3% | i
COc1cccc(-n2c(=O)[nH]cc(C(=O)Nc3ccc4c(c3)OCCO4)c2=O)c1 | 19.6 | 712 | 0.34 | 1229 | 1.7 | 2.6 | 4.1 | i | 2.0 | 5.5% | 0.883 | -0.114 | 0.583 | -0.838 | -0.3% | -46.8% | i
O=C(CSc1ccc(-c2ccco2)nn1)NC1CCCCC1 | -0.7 | 714 | 1.07 | 1169 | 4.5 | 2.3 | 4.3 | i | -5.7 | 4.8% | -0.184 | 0.0765 | -0.017 | 0.0888 | -0.6% | -6.3% | x
Cc1cc(C)cc(OCC(=O)OCC(=O)Nc2c(C)n(C)n(-c3ccccc3)c2=O)c1 | -4.8 | 728 | -2.22 | 812 | 6.4 | 2.0 | 6.7 | i | 2.0 | 3.5% | -1.12 | -0.332 | -0.529 | 0.771 | -1.5% | 13.9% | i
CCOc1cccc(=O)c2c(C)n(-c3ccc(C(=O)O)cc3)c(C)c12 | 35.0 | 697 | 0.82 | 1419 | 1.5 | 2.0 | 7.3 | i | -36.0 | 3.1% | 0.861 | -0.16 | 0.357 | -0.207 | 0.3% | 27.3% | i
Cc1c(CCO)c(=O)n(-c2ccccc2)n1S(=O)(=O)c1ccc(F)cc1 | 5.3 | 767 | -0.53 | 952 | 1.4 | 0.7 | 5.3 | i | 1.8 | 7.5% | 1.12 | 0.308 | 1.09 | -1.74 | 2.9% | -10.2% | i
O=c1c2sc(-c3ccccc3)cc2nc2n1CCC2 | -18.1 | 719 | x | x | 3.5 | 2.8 | 0.6 | i | -3.6 | 4.9% | 0.488 | -0.284 | 0.226 | -0.156 | -3.0% | 0.1% | i
Cc1ccc(C(c2nnnn2CC2CCCO2)N2CCN(C(=O)c3ccco3)CC2)cc1 (centres undefined) | x | x | x | x | 10.8 | 1.7 | 4.4 | i | 0.8 | 6.7% | 0.117 | -0.268 | 0.187 | 1.16 | -0.8% | 7.4% | i
O=C(CN1CCC(C(O)(c2ccccc2)c2ccccc2)CC1)Nc1cc(Cl)ccc1Cl | x | x | 0.48 | 1485 | 3.8 | 1.6 | 10.4 | i | 12.8 | 7.5% | 1.02 | -0.163 | 0.906 | -0.274 | 4.0% | -2.1% | i
Cc1ccc2nc(N(CCCN(C)C)C(=O)c3ccco3)sc2c1 | 33.4 | 677 | -0.87 | 1339 | 2.9 | 2.4 | 0.4 | i | 2.7 | -1.5% | -0.506 | -0.363 | -0.5 | 0.723 | -0.4% | -0.7% | i
C/C(=N\N1CCN(C)CC1)c1ccc(OC(F)F)cc1 | 6.8 | 692 | 0.05 | 1400 | 3.3 | 1.5 | 1.2 | + | 12.4* | 3.9% | 0.169 | -0.227 | 0.146 | 0.453 | 0.8% | 19.1% | i
CCCCNC(=O)CCNS(=O)(=O)c1ccc(C)cc1 | -11.1 | 781 | -0.23 | 902 | 1.2 | 1.5 | 10.7 | i | 4.0 | 7.1% | 0.136 | -0.0233 | 0.15 | 0.366 | 5.3% | 5.9% | i
CCc1cccc2c3c([nH]c12)C(CC)(CC(=O)O)OCC3 (centres undefined) | 3.3 | 751 | x | x | 4.0 | 2.3 | 2.4 | i | 14.4 | -4.6% | -0.192 | -0.29 | 0.0859 | 0.657 | -2.3% | 4.1% | i
CCOC(=O)c1sc(NC(=O)Nc2ccc(Cl)cc2)cc1C | -0.3 | 658 | -1.55 | 1577 | 3.7 | 1.2 | 5.9 | i | 11.7 | -4.0% | 1.01 | -0.217 | 0.109 | -0.374 | -1.0% | -7.0% | i
CCOC(=O)N1CCN(S(=O)(=O)c2ccc(Br)s2)CC1 | 3.6 | 690 | -0.32 | 1424 | 2.1 | 1.5 | 17.3 | i | -0.2 | 1.5% | 0.455 | -0.154 | 0.384 | 0.548 | x | -5.1% | i
C#CCOCCOCCOCCNc1nc(N2CCN(C(=O)C(Cc3cc4ccccc4[nH]3)n3cc(C(N)C(C)CC)nn3)CC2)nc(N2CCN(C(=O)C(Cc3cc4ccccc4[nH]3)n3cc(C(N)C(C)CC)nn3)CC2)n1 (centres undefined) | -11.1 | 688 | 2.19 | 1433 | 2.5 | 1.6 | 6.5 | i | 13.3 | 72µM* | -0.0461 | 0.632 | 0.391 | -0.2 | 4.6% | -3.6% | x
Cc1cc(C(=O)CN2C(=O)NC3(CCCCC3)C2=O)c(C)n1C | 2.6 | 674 | 0.93 | 1189 | 5.9 | 2.8 | 10.7 | i | -0.7 | 7.3% | -0.478 | -0.311 | 0.172 | 0.921 | -0.2% | -1.2% | i
OC(COCC1COc2ccccc2O1)CN1CCN(c2ccccc2)CC1 (centres undefined) | x | x | -0.28 | 1579 | 2.8 | 2.2 | 9.7 | i | 6.5 | -2.9% | 0.084 | -0.155 | -0.21 | 0.389 | -1.7% | -6.6% | i
CC1=C(Cl)C2=NS(=O)(=O)CCN2C=C1Cl | -4.4 | 550 | -0.15 | 1402 | 1.8 | 2.0 | 5.2 | i | -4.3 | 4.3% | -0.091 | -0.223 | 0.0966 | -0.152 | -1.0% | -76.1% | i
COc1cccc(NC(=O)COc2nc3ccccc3nc2C)c1 | -35.1 | 738 | 0.02 | 1034 | 5.5 | 1.6 | 11.8 | i | 0.3 | 3.1% | -0.123 | -0.145 | -0.0305 | 0.0854 | -1.4% | 9.5% | i
Cc1[nH]c(=O)[nH]c(=O)c1S(=O)(=O)N1CCCC(C(=O)N2CCC(Cc3ccccc3)CC2)C1 (centres undefined) | -2.3 | 560 | 1.03 | 2076 | 1.6 | 1.6 | 3.9 | i | 8.7 | -5.8% | -0.0419 | -0.21 | 0.0832 | 0.733 | -1.7% | 2.8% | i
CCCS(=O)(=O)N1CCN(Cc2ccc3c(c2)c2ccccc2n3CC)CC1 | 1.4 | 660 | -0.29 | 1178 | 1.8 | 0.9 | 15.5 | i | 2.4 | 10.5% | 1.33 | -0.172 | 0.984 | -1.65 | -1.9% | -0.3% | i
COCCNC(C)C(=O)Nc1ccc(Br)cc1 (centres undefined) | x | x | -0.05 | 1233 | 5.4 | 1.0 | 0.3 | i | -1.4 | 4.7% | 1.09 | -0.219 | 0.583 | -0.304 | 2.2% | 0.3% | i
COc1c(Br)cc(Br)cc1/C=C1/C(=O)N=C(N)N1C | -16.4 | 729 | -0.07 | 1224 | 2.8 | 1.7 | 4.4 | i | -2.4 | 3.7% | -0.32 | -0.3 | 0.337 | 0.832 | 1.1% | 37.5% | i
N#CCCN1CCN(C2=NC(=O)/C(=C\c3cccs3)S2)CC1 | 7.3 | 676 | 1.05 | 1097 | 2.1 | 2.8 | 5.1 | i | -3.4 | 30.3% | 0.665 | -0.241 | 0.509 | 0.0888 | -1.0% | 17.2% | i
